CHOP UPR activ: activators of apoptotic arm of unfolded protein response (CHOP) | CHO-CHOP luciferase reporter, UPR activation, luminescence; percent of tunicamycin response over DMSO baseline | activation, % at 10 µM | 330,000 compounds, 0.34% hits | AID 449763;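 active means at 10 µM dose, activation of 40% or more, normalized to positive control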;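 further: 100% = tunicamycin at 10 µg/mL and 0% = DMSO alone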
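assay system = CHO CHOP reporter cells | amount = 500 CHO-CHOP cells per well | buffer or medium = F12 with 10% FBS | incubation = 16-18 h cell attachment, then 6 h compound exposure, 37 °C | detection = luminescence read with Steady-Glo | read-out = percent activation relative to tunicamycin control | controls = tunicamycin high control, DMSO low control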
UPR XBP1 act: activators of adaptive arm of unfolded protein response (XBP1); CHO-XBP1 luciferase reporter, IRE1-XBP1 UPR activation, luminescence; percent of tunicamycin response, DMSO as zero; activation, % at 20 µM; 330,000 compounds, 0.33% hits;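 active means versus positive control, 20 µM dose yields 30% or more activation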;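 further: 100% = tunicamycin at 10 µg/mL and 0% = DMSO only wells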
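Material: CHO cell line with stable XBP1 luciferase reporter; buffer or medium: F12 medium containing 10% fetal bovine serum; compound: single point, 20 µM final compound, 1% DMSO; incubation: 6 h treatment, 37 °C; measured by: glow luminescence from Steady-Glo reagent; evaluation: activation, % of tunicamycin; control set: tunicamycin high, DMSO low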
Mdm2-MdmX inh: human Mdm2/MdmX binding inhibition | O15151+Q00987 | SaOS-2 split-luciferase Mdm2/MdmX complementation, luminescence | inhibition, % at 8 µM | 330,000 compounds, 3% hits | AID 485346;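 active means inhibition of at least 50% at 8 µM in the primary screen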
Jurkat NFkB inh: inhibitors of the PMA/ionomycin-induced NF-kB reporter in Jurkat cells | AID 435003 | PMA/ionomycin-induced NF-kB luciferase reporter, luminescence | 330,000 compounds, 0.53% hits | inhibition, % at 4 µM; in the data active means inhibition above about 50%
CCR6 antag: CCR6 (human) receptor antagonism | CHO-K1 CCR6 PathHunter beta-arrestin, luminescence, CCL20-stimulated | 340,000 compounds, 0.49% hits | AID 493098 | inhibition, % at 20 µM;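 active means compounds whose inhibition of the agonist-driven luminescence signal at 20 µM reaches about 50%, limit read from the data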;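 further: cells stimulated with CCL20 at 14 nM final; plate controls were DMSO with CCL20 for no effect and DMSO without agonist for full effect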
EBI2 antag: EBI2 (human) antagonism; EBI2 beta-arrestin recruitment, luminescence, 7a,25-OHC stimulated; P32249; 360,000 compounds, 0.81% hits; inhibition, % at 5 µM; in the data active means inhibition above about 38%;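 further: enzyme fragment complementation signal reports receptor beta-arrestin coupling in cells; 0% = agonist plus DMSO wells and 100% = wells without agonist; some results beyond the cut were filed as inactive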
Target sequence (P32249 whole entry, looked up, the tested form may be a part): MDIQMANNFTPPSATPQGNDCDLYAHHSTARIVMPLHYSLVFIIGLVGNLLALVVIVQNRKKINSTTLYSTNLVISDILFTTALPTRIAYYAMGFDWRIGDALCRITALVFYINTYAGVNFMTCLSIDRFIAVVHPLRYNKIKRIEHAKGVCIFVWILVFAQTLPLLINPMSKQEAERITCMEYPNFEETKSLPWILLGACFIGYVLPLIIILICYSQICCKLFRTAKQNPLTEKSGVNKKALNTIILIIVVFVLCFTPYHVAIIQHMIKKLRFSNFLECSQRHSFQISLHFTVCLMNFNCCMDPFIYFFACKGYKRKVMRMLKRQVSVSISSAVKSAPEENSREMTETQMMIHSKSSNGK
CXCR6 inh: inhibitors of human CXCR6 receptor; CHO-K1 PathHunter CXCR6 beta-arrestin, luminescence; O00574; 360,000 compounds, 0.36% hits; inhibition, % at 20 µM; in the data active means inhibition above about 34%, passing the limit was not always enough;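 further: antagonist mode with CXCL16 agonist at 10 nM final; 0% = 10 nM CXCL16 with DMSO and 100% = unstimulated wells without agonist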
Target sequence (O00574 whole entry, looked up): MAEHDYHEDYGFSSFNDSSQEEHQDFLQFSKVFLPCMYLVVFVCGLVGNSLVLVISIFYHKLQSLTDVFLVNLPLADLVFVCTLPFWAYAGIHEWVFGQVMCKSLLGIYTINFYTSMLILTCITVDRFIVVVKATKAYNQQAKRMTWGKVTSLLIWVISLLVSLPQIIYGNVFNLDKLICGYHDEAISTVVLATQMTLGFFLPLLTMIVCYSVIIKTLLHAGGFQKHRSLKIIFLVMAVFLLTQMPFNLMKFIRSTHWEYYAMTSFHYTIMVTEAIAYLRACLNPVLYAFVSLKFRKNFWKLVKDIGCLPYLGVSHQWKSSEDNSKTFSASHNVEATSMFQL
Gli-Sufu antag: antagonists of Gli-Sufu signaling. Sufu-KO-LIGHT fibroblasts, Gli luciferase reporter luminescence. inhibition, % at 5 µM. 340,000 compounds, 0.74% hits. AID 588413;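 active means inhibition above about 55%, limit read from the data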;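 further: 0% = DMSO-treated cells and 100% = wells with medium but no cells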
697 NFkB inh: lowers PMA/ionomycin-induced NF-kB signal in 697 B cells; 697 B-cell NF-kB luciferase reporter, 16 h; inhibition, % at 4 µM; 330,000 compounds, 0.33% hits; AID 435022; in the data active means inhibition above about 35%
* marks the source's active call; other numbers are inactive results; x = not tested or not shown. An unsorted share of the library; overall some 5% were active at least once.

Sample of the layout (two entries):
SMILES	CHOP UPR activ	UPR XBP1 act	Mdm2-MdmX inh	Jurkat NFkB inh	CCR6 antag	EBI2 antag	CXCR6 inh	Gli-Sufu antag	697 NFkB inh
C=CCn1cc(-c2ccc(Cl)cc2)cc(C#N)c1=O	-2.7	0	5	-6	1	3	-2	17	5
CC(Oc1ccccc1)c1ccnc2nc(N3CCOCC3)nn12 (configuration not stated)	-2.3	-2	17	-11	3	-12	-8	-2	1

The whole of this part, previewed entries included:
SMILES	CHOP UPR activ	UPR XBP1 act	Mdm2-MdmX inh	Jurkat NFkB inh	CCR6 antag	EBI2 antag	CXCR6 inh	Gli-Sufu antag	697 NFkB inh
C=CCn1cc(-c2ccc(Cl)cc2)cc(C#N)c1=O	-2.7	0	5	-6	1	3	-2	17	5
CC(Oc1ccccc1)c1ccnc2nc(N3CCOCC3)nn12 (configuration not stated)	-2.3	-2	17	-11	3	-12	-8	-2	1
Cc1ccc2c(c1)C(O)(C1COC(C)(C)CC1=O)C(=O)N2C (configuration not stated)	-7.3	3	9	-2	13	-13	4	-10	-4
CC(C)OC(=O)c1c(NC(=O)c2cccs2)sc2c1CCCC2	-0.2	-2	4	-12	6	-2	0	3	3
CCNC(=S)N/N=C(\C)c1ccc(N2CCOCC2)cc1	1.3	-1	-9	2	22	-11	9	5	-10
CCN(Cc1ccccc1)C(=O)COC(=O)CNS(=O)(=O)c1ccc(C)cc1	-1.3	0	9	3	-10	-9	2	-1	5
COc1ccc2c(c1OC)C(=O)OC2CC(=O)c1ccc(O)c(O)c1 (configuration not stated)	0.3	-2	-6	-2	14	3	-10	43	-3
Cc1ccccc1C(=O)Nc1ccccc1NC(=O)c1ccccc1C	x	x	x	x	2	1	-7	43	x
O=C1CCCC2=C1C(c1ccc3c(c1)OCO3)c1c([nH]n(-c3ccccc3)c1=O)N2 (configuration not stated)	-0.9	-1	0	-1	-1	-12	2	-7	22
CCN(CC)C(=O)c1cccc(NC(=O)C2=COCCO2)c1	0.3	0	-12	9	4	1	4	-2	13
COc1ccc(-c2ccc(SCC(=O)N3CCOCC3)nn2)cc1OC	-0.3	-1	9	-13	-10	-3	-11	20	-60
CC(C)(C)OC(=O)N1Cc2ccccc2C[C@H]1C(=O)O	1.6	-3	8	3	-24	-2	1	-6	-3
Clc1ccc(-c2nnc3n2CCCC3)cc1Cl	-0.2	0	14	8	-2	-5	7	2	-2
COc1ccc(-n2c(Cc3cccn3C)nnc2SCC(=O)Nc2nc(C)cs2)cc1	-1.9	0	9	-7	10	7	7	-2	-5
CN(C)c1ccc(P(=O)(CC(=O)N/N=C/c2ccc(C#N)cc2)OCCCl)cc1 (configuration not stated)	-0.3	-6	13	14	12	0	-4	-3	0
O=C1N=C(N2CCOCC2)S/C1=C\c1cccs1	6.4	0	1	-1	6	-6	-4	-8	-3
CSc1nnnn1-c1ccc(Cl)cc1	0.1	3	23	6	-7	-2	0	-1	15
CCCCCCCN1C2=NCCCN2c2ccccc21	0.2	1	31	21	14	11	0	59*	-1
COc1ccc(C2c3ccsc3CCN2C(C)=O)cc1 (configuration not stated)	-0.2	0	-20	-42	1	-12	-1	-9	-32
O=C(NN=C1CCCC1)c1ccc(O)cc1O	-0.3	-3	-5	-4	6	-13	-10	6	9
CCOCCCn1c(=S)[nH]c2cc(C(=O)NC3CCCC(C)C3C)ccc2c1=O (configuration not stated)	2.5	-2	32	19	-7	-3	-6	1	1
O=C(CNC(=O)c1cc(Cl)cc([N+](=O)[O-])c1)NC1CC1	1.1	4	-9	-10	-7	-4	-10	1	10
CCOc1ccccc1C(=O)NCC(=O)NCC(C)(C)N1CCOCC1	1.5	-4	-6	2	5	-7	-3	4	-7
COc1ccc(OC(=O)c2ccncc2)cc1	1.2	0	-2	4	0	0	-4	9	-5

5 compounds from above, sorted by the number in Mdm2-MdmX inh, lowest first.
compound | UPR XBP1 act | Mdm2-MdmX inh | Jurkat NFkB inh | CCR6 antag | EBI2 antag | CXCR6 inh | 697 NFkB inh
CCOc1ccccc1C(=O)NCC(=O)NCC(C)(C)N1CCOCC1 | -4 | -6 | 2 | 5 | -7 | -3 | -7
COc1ccc(-n2c(Cc3cccn3C)nnc2SCC(=O)Nc2nc(C)cs2)cc1 | 0 | 9 | -7 | 10 | 7 | 7 | -5
CC(Oc1ccccc1)c1ccnc2nc(N3CCOCC3)nn12 (configuration not stated) | -2 | 17 | -11 | 3 | -12 | -8 | 1
CCCCCCCN1C2=NCCCN2c2ccccc21 | 1 | 31 | 21 | 14 | 11 | 0 | -1
CCOCCCn1c(=S)[nH]c2cc(C(=O)NC3CCCC(C)C3C)ccc2c1=O (configuration not stated) | -2 | 32 | 19 | -7 | -3 | -6 | 1

(list continues)
SMILES	CHOP UPR activ	UPR XBP1 act	Mdm2-MdmX inh	Jurkat NFkB inh	CCR6 antag	EBI2 antag	CXCR6 inh	Gli-Sufu antag	697 NFkB inh
CC(C)C(NS(=O)(=O)c1cccc2nsnc12)C(=O)NC1CCCCC1C (configuration not stated)	1.8	-3	-11	23	2	-3	3	58*	8
Cc1ccc(C(=O)N2CCCC(Nc3cccc(F)c3)C2)cc1N1CCNC1=O (configuration not stated)	0.6	-3	-14	-8	7	-7	-5	3	-4
CCN1CCN(CCCNC(=O)CN2C(=O)c3cccnc3Oc3ccc(Cl)cc32)CC1	1.1	-5	5	-9	6	-2	5	37	-22
Cc1cccc(N2CCN(S(=O)(=O)c3c(C)nc4scc(C)n4c3=O)CC2)c1C	-0.3	3	11	-16	7	3	3	12	-48
NC(=O)c1ccccc1-c1nc(-c2ccccc2)no1	1.3	0	-1	-51	4	6	1	-42	-42
CCOc1ccc(OCC)c(NC(=O)CSc2nnc(C3CC3)n2CC)c1	0.6	-3	-16	3	10	3	-10	-7	7
Cc1ccc(C)c(NC(=S)NC23CN4CN(CN(C4)C2)C3)c1	0.7	1	-26	4	1	-2	5	-2	-22
O=C(N[C@@H](Cc1ccccc1)C(=O)OCc1ccccc1)c1nc[nH]c1C(=O)N1CCc2ccccc2C1	-0.6	-1	50	-3	-4	-3	-2	1	4
CO/N=C/c1ccc(N2CCN(C(=O)c3ccc(F)cc3)CC2)c([N+](=O)[O-])c1	-1.3	-2	15	15	20	-2	-7	5	19
CC1(C)CC(NC(=O)c2ccc(Cl)c(Cl)c2)CC(C)(C)N1	0.2	-1	10	6	9	0	-4	17	-1
CCCNC(=O)c1ccc(N2CCC3(CC2)CC(c2ccccc2)=NO3)c(NC(=O)c2ccco2)c1	4.3	-1	41	12	5	-7	15	24	34
COc1ccccc1OCCNC(=O)c1cccc(S(=O)(=O)N2CC(C)OC(C)C2)c1 (configuration not stated)	1.3	-6	36	5	4	-5	-8	1	19

3 compounds from above, sorted by heavy-atom count, rising:
SMILES	CHOP UPR activ	UPR XBP1 act	Mdm2-MdmX inh	Jurkat NFkB inh	CCR6 antag	EBI2 antag	CXCR6 inh	Gli-Sufu antag	697 NFkB inh
Clc1ccc(-c2nnc3n2CCCC3)cc1Cl	-0.2	0	14	8	-2	-5	7	2	-2
CCN(CC)C(=O)c1cccc(NC(=O)C2=COCCO2)c1	0.3	0	-12	9	4	1	4	-2	13
CCCNC(=O)c1ccc(N2CCC3(CC2)CC(c2ccccc2)=NO3)c(NC(=O)c2ccco2)c1	4.3	-1	41	12	5	-7	15	24	34

Additional compounds
SMILES	CHOP UPR activ	UPR XBP1 act	Mdm2-MdmX inh	Jurkat NFkB inh	CCR6 antag	EBI2 antag	CXCR6 inh	Gli-Sufu antag	697 NFkB inh
Oc1cc(O)cc(/C=C/c2ccc(O)c(O)c2)c1	24	-12	-27	-73	17	1	6	-1	-69
Cc1cccc(CS(=O)(=O)c2cn(CC(=O)N3CCOCC3)c3ccccc23)c1	-2.6	1	18	-4	1	-6	-6	3	19
COc1ccc(OC)c(C2=NOC(C(=O)N3CCN(c4ccccc4)CC3)C2)c1 (configuration not stated)	-0.5	2	17	-9	15	2	-4	-8	-7
COc1ccc(-c2cn(CCO)nc2-c2ccc(OC)cc2)cc1	2.1	-1	17	-1	4	-4	2	30	-12
O=S(=O)(c1cccc(C(F)(F)F)c1)N1CCC(c2cc(-c3cccc4ccccc34)n[nH]2)CC1	0.7	3	30	2	13	27	-3	7	0
O=Nc1ccc(NOC(=O)c2ccccc2)cc1	0.7	-2	6	-5	7	-14	-4	-6	-9
CSc1ccccc1NC(=O)COc1ccc(Cl)cc1C	3.3	4	-35	-14	17	14	-11	-20	-13
Cc1cccc(C)c1-n1cccc1/C=C1\SC(=S)N(c2cccc(C(=O)O)c2)C1=O	2.7	-3	42	-5	15	2	23	-2	9
COc1cc(CN2CCCC(C(=O)c3ccccc3SC)C2)cc(OC)c1 (configuration not stated)	-2.0	1	13	3	19	12	6	21	13
COc1ccc2c(C(=O)CN(C)C3CCCCC3)c[nH]c2c1	-1.8	0	6	-20	7	-3	2	5	3
O=S(=O)(Nc1ccc(-c2ccc(NS(=O)(=O)c3ccccc3)cc2)cc1)c1ccccc1	x	x	x	x	16	17	9	6	x
CCNc1nc(NCC)n2c(SCC(=O)Nc3ccccc3)nnc2n1	1.1	0	-26	-13	6	-1	1	-1	1
OCCN1CCN(CC(O)C(F)(F)F)CC1 (configuration not stated)	0.7	-5	-4	6	18	6	-4	0	16
COc1ccc(OC)c(NC(=O)CCNS(=O)(=O)c2ccc3[nH]c(=O)oc3c2)c1	-1.4	-5	12	12	-7	-4	-6	9	-7
Cc1ccc2cc(CCNC(=O)c3ccc4c(c3)OCO4)c(=O)[nH]c2c1C	0.4	-2	9	14	8	-1	-5	9	-4
CC(=O)N1CCc2cc(S(=O)(=O)CCC(=O)Nc3c(C)n(C)n(-c4ccccc4)c3=O)ccc21	0.5	-1	-13	-6	11	-16	0	3	-16
C[C@H](CO)N1C[C@H](C)[C@@H](CN(C)Cc2ccccc2)Oc2c(NS(=O)(=O)c3ccccc3)cccc2C1=O	-0.5	-5	23	1	7	-6	-3	17	15
CCOC(=O)Cc1csc(NC(=O)c2sc3nc4cc(C)ccc4cc3c2N)n1	-1.5	-6	-20	-5	27	7	8	-15	-13
CCC(C)NC(=O)C1c2ccccc2C(=O)N1Cc1ccc(F)cc1 (configuration not stated)	5.4	-2	20	-9	13	-14	2	8	5
COc1ccc2c(CCNC(N)=S)c[nH]c2c1	2.0	0	-44	-15	8	-4	17	0	-46
Cc1cccc(Cc2cnc(NC(=O)c3ccc(C)o3)s2)c1	3.9	4	-97	-18	9	-4	-2	-73	13

Compound activity deposited in PubChem by Sanford-Burnham Center for Chemical Genomics.
